High-throughput results: PubChem, several laboratories
Fam108B inh: blocks mouse Fam108B hydrolase in RBBP9 counter-screen; actives 0.33% (n = 300,000); recombinant Fam108B, FP-Rh probe fluorescence polarization; inhibition, % at 9.51 µM;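 active means inhibition above the screen mean inhibition plus 3 SD, computed separately per campaign, cut at about 18% in these data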;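 further: inhibitors lower polarization as less probe binds the enzyme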
VLA-4 inh: inhibition in a human VLA-4 binding assay. AID 2557. actives 0.2% (n = 330,000). inhibition, % (about 7 µM as worked out from the volumes in the protocol). VLA-4 expressing cells, ligand binding flow cytometry. P13612; in the data active means inhibition above about 50%
MEX-5 binding: C. elegans MEX-5 TCR-2 RNA binding activity; MEX-5/FITC-TCR2 RNA binding, fluorescence polarization; hits give low values; activity score (negative = inhibition of binding), % at 10 µM; actives 0.38% (n = 300,000); AID 1832;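 active means inhibition past about -25% in most replicates, and total fluorescence under double the plate's negative control median, limit read from the data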;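 further: 0% = DMSO and -100% = 5 µM competing unlabeled TCR2 RNA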
CIT2-GFP yeast: yeast TOR pathway CIT2-GFP modulation | S. cerevisiae CIT2-GFP strain, flow cytometry, 3 h; 100 means same as DMSO wells | GFP response vs DMSO, % at 10 µM | actives 0.065% (n = 320,000);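 active means GFP response relative to DMSO above a set limit, near the screen mean plus 3 SD, cut at about 150% in these data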;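 further: ratio of well median GFP fluorescence to mean of DMSO wells on the plate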
Bcl-xL primary: Bcl-xL (human) inhibition; GST-Bcl-xL / FITC-Bim BH3 peptide fluorescence polarization; AID 2129; actives 0.7% (n = 320,000); inhibition, % at 10.9 µM; Q07817;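 active means inhibition above the mean of all tested compounds plus 3 SD, cutoff set per campaign, cut at about 30% in these data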;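 further: 0% = DMSO wells and 100% = unlabeled Bim-BH3 peptide competitor; inhibitors lower millipolarization by displacing the labeled peptide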
Target sequence (Q07817 whole entry, looked up): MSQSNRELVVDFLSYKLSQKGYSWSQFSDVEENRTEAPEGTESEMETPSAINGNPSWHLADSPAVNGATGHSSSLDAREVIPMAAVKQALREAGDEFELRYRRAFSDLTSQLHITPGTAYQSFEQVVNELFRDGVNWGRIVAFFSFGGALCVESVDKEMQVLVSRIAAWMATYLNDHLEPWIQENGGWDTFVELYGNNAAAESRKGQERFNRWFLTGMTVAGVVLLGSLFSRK
GLD-1 TGE inh: GLD-1-TGE RNA interaction inhibition (C. elegans); Q17339; purified GLD-1 + fluorescein TGE RNA, fluorescence polarization; inhibition, % at 5.96 µM; actives 0.44% (n = 320,000);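 active means percent inhibition above a per-plate cutoff, the plate mean of test compounds plus 3 SD, cut at about 30% in these data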;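 further: 0% = DMSO wells with GLD-1 and probe and 100% = wells lacking GLD-1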
Target sequence (Q17339 whole entry, looked up): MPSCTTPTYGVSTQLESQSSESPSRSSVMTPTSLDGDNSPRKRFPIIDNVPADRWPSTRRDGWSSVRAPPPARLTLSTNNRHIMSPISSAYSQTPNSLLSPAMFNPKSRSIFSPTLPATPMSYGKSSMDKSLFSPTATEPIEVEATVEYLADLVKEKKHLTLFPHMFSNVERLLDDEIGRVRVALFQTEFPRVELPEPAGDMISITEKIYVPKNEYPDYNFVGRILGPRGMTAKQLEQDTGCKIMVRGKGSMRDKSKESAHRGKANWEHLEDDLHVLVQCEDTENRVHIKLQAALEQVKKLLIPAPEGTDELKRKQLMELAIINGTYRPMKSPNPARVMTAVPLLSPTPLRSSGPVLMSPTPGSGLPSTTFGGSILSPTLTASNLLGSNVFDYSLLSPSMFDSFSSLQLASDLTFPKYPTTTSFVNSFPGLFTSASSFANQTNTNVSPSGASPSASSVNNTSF
GRK2 aptamer HTS: inhibitors of human GRK2 displacing RNA aptamer; P25098; bead flow cytometry, FAM-aptamer displacement from GRK2; inhibition of aptamer binding, % at 10 µM; actives 0.59% (n = 330,000);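 active means inhibition of aptamer binding above 40%, roughly 3 SD of noise, on plates passing a quality check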;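 further: median bead fluorescence of bound FAM aptamer so fluorescent compounds give negative values; no value below 0 was filed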
AGP1-GFP MLPCN: modulators of TOR pathway AGP1-GFP in S. cerevisiae. S. cerevisiae AGP1-GFP multiplex flow cytometry, 3 h; GFP as percent of DMSO wells. GFP response vs DMSO, % at 10 µM. actives 0.02% (n = 320,000). AID 2066;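 active means GFP response relative to DMSO above a set limit, near screen average plus 3 SD, cut at about 150% in these data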;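 further: median GFP channel fluorescence of the gated AGP1 strain per well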
MCL1 BIM primary: disrupts human MCL1 binding to BIM-BH3 peptide. Q07820. GST-MCL1 / FITC-Bim-BH3 fluorescence polarization. inhibition, % at 10.9 µM. actives 0.68% (n = 320,000). AID 2057;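 active means inhibition above the mean inhibition of all tested compounds plus 3 SD, set per campaign, cut at about 40% in these data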;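 further: 0% = DMSO wells and 100% = unlabeled Bim-BH3 peptide control; higher means more loss of mP so more displacement of Bim peptide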
Target sequence (Q07820 whole entry, looked up): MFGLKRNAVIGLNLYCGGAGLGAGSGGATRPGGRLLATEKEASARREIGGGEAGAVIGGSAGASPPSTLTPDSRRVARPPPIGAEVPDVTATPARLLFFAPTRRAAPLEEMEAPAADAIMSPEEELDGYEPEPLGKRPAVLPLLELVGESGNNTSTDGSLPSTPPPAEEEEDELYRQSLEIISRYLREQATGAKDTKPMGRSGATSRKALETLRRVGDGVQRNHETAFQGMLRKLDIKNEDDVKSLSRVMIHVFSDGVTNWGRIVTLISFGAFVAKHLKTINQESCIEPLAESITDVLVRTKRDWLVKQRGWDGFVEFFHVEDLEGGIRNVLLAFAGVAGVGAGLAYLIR
Starred values were filed as active, the others as inactive; nt = no result given.

SMILES	Fam108B inh	VLA-4 inh	MEX-5 binding	CIT2-GFP yeast	Bcl-xL primary	GLD-1 TGE inh	GRK2 aptamer HTS	AGP1-GFP MLPCN	MCL1 BIM primary
CC1(c2ccc(OC(F)F)cc2)NC(=O)N(CC(=O)Nc2cccc(S(N)(=O)=O)c2)C1=O (centres undefined)	-6	1	0.9	90	-13	-1	0	95	-14
CSC(=S)N/N=C/c1ccccc1	0	11	0.0	91	13	5	1	98	13
CCN(CC)S(=O)(=O)c1ccc(NC(=O)CSc2cccc[n+]2[O-])cc1	-3	12	-1.2	102	0	4	0	nt	1
COc1ccc(-c2[nH]ncc2CN2CCC(N3CCSCC3)CC2)cc1F	-1	1	0.1	nt	3	-5	1	97	-7
COCCn1c(SCC(=O)N2CCCCC2)nc2c(c1=O)SC(C)C2 (centres undefined)	4	10	-0.6	105	-1	-1	18	112	8
Cc1cc(NC(=S)NC(=O)c2ccccc2)ccc1-c1cc2ccccc2oc1=O	0	4	nt	88	6	0	0	97	8
COc1ccc(S(=O)(=O)N(CCc2ccccc2)CC(N)=O)cc1	2	4	0.4	104	-1	4	1	107	-2
O=S(=O)(c1ccc2c(c1)OCCO2)N1CCC(n2nnc3cc(F)ccc32)CC1	-1	6	-0.4	98	5	5	2	104	5
COc1ccccc1NCC(=O)Nc1cc(S(=O)(=O)N2CCOCC2)ccc1N1CCOCC1	2	11	-1.6	105	5	4	0	98	9
CCOC(=O)c1ccc2[nH]c(C)c(CCC(C)=O)c(=O)c2c1	0	5	-2.1	95	2	2	0	98	1
CCCN(CCC)C(=O)CC(c1ccccc1)c1cc(C)ccc1O (centres undefined)	-1	7	-2.8	95	-3	10	1	100	5
Cc1ccc2c(c1)C=CC(C)(C)S2(=O)=O	1	10	1.1	92	2	4	0	97	4
COc1cccc(C2/C(=C(/O)c3ccccc3)C(=O)C(=O)N2Cc2ccco2)c1 (centres undefined)	3	5	0.2	92	0	-13	1	103	-6
COc1ccc(C2CC(c3ccccc3)=NN2c2ccc(/C=N/NC(=O)c3ccncc3)cc2)cc1 (centres undefined)	17	-18	-3.4	86	15	-21	4	91	-6
COc1ccc(-c2cc(C(=O)NC(C(=O)O)C(C)C)c(C)o2)cc1OC (centres undefined)	3	12	-1.7	104	9	1	2	103	7

Next part; it opens with the 2 that closed the last part.
SMILES	Fam108B inh	VLA-4 inh	MEX-5 binding	CIT2-GFP yeast	Bcl-xL primary	GLD-1 TGE inh	GRK2 aptamer HTS	AGP1-GFP MLPCN	MCL1 BIM primary
COc1ccc(C2CC(c3ccccc3)=NN2c2ccc(/C=N/NC(=O)c3ccncc3)cc2)cc1 (centres undefined)	17	-18	-3.4	86	15	-21	4	91	-6
COc1ccc(-c2cc(C(=O)NC(C(=O)O)C(C)C)c(C)o2)cc1OC (centres undefined)	3	12	-1.7	104	9	1	2	103	7
COc1ccccc1NC(=O)Nc1nc(CC(=O)N2CCN(c3ccccc3)CC2)cs1	-3	17	-3.1	88	-2	2	2	92	-4
CCN(CC)CCN(Cc1cc2cc3c(cc2[nH]c1=O)OCO3)C(=S)NCc1ccco1	-3	-5	-0.3	94	3	4	0	95	2
COc1cc2[nH]c(=O)n(CCCCCC(=O)N3CC=C(c4ccccc4)CC3)c(=O)c2cc1OC	-7	-10	1.5	102	0	3	0	104	0
O=C(CCl)Nc1cccc(CP(=O)(c2ccccc2)c2ccccc2)c1	-2	24	0.7	99	-2	6	2	107	-10
Cc1cc(/C=C2\SC(=S)NC2=O)c(C)n1-c1cccc(O)c1	4	0	2.4	110	-42	-70	0	91	-79
COc1cc(CNCc2ccc(SC)cc2)cc(OC)c1	-3	21	-0.8	109	2	1	0	108	0
Cc1ccc(-c2cc(C(=O)OCC(=O)Nc3cc(C)on3)c3ccccc3n2)c(C)c1	0	-1	nt	94	4	4	0	99	2
O=C(O)CCC(=O)N1N=C(c2cccs2)CC1c1cccc([N+](=O)[O-])c1 (centres undefined)	-2	1	2.7	90	-1	-6	1	96	-3
CC1(C)CC(=O)C(C(=O)c2ccccc2)C(=O)C1	3	12	-0.6	97	-4	-10	0	97	1
CC1CN(C(=O)CCNC(=O)c2ccccc2Cl)CC(C)O1 (centres undefined)	-1	-1	1.4	91	9	4	0	95	5
Cc1c(NC(=O)CN2C(=O)c3cccc4cccc2c34)c(=O)n(-c2ccccc2)n1C	-3	-2	0.3	109	-6	8	2	99	-7
O=C(CN1C(=O)c2ccccc2C1=O)Oc1ccc(F)cc1	4	-3	-0.4	97	4	1	0	92	-1
O=C(NCc1cccnc1)c1cc(-c2cccs2)on1	-1	19	0.5	101	-1	-3	0	97	-5
O=C(O)Cn1c(SCc2ccccc2)nc2ccccc21	1	17	0.9	104	-8	3	4	103	-6
COc1cccc(N2CCN(C(=S)Nc3ccc(C)cc3C)CC2)c1	-5	12	0.8	102	6	5	0	101	7
O=C(/C=C/c1ccco1)NC(=S)Nc1ccccc1Br	-4	11	3.3	96	0	1	1	91	9
CN(C)c1ccc(NC(=O)C[n+]2ccccc2)cc1	0	-91	-0.8	101	1	0	0	99	0
O=C1CN(c2nc(-c3cccnc3)nc3scc(-c4ccccc4)c23)CCN1	1	11	-0.1	93	0	-3	0	105	-7
CN(C)c1ccc(N/C=C/C(=O)c2ccccc2)cc1	0	3	nt	97	-12	5	0	93	-9
COC(=O)CSc1nnc(C)n1-c1ccc(C)cc1	-3	8	-0.1	85	4	8	3	100	3
CC(C)NC(=S)NNc1nc2ccccc2s1	-2	7	2.8	112	-1	4	0	99	-5
Cc1ccc(C(O)P(=O)(OC(C)C)c2ccc(N(C)C)cc2)cc1 (centres undefined)	-3	-2	0.0	98	1	1	2	101	-1
CC(C)Cc1nnc(NC(=O)Cc2cccs2)s1	3	-18	4.5	91	6	-3	2	95	14
CCCCn1nc2cc(C(=O)NCc3cc(C(F)(F)F)cc(C(F)(F)F)c3)ccc2c1OCC	-3	-14	1.1	101	7	1	0	87	-5
Cn1nc(C(F)(F)F)cc1C(=O)O	0	41	2.7	89	3	11	0	98	-2
C#CCOCCOCCOCCNc1nc(N2CCN(C(=O)CCCCCCCCCCNC(=O)Cn3cc(CCCCCN)nn3)CC2)nc(N2CCN(C(=O)CCCCCCCCCCNC(=O)Cn3cc(CCCCCN)nn3)CC2)n1	4	3	nt	73	-1	-1	0	78	-4
O=C(COc1coc(CN2CCN(c3ccccc3)CC2)cc1=O)N1CCc2ccccc21	0	-13	2.5	86	1	5	0	95	2
OCCC1CN(Cc2ccc(Oc3ncccn3)cc2)CCN1Cc1ccc(F)c(F)c1 (centres undefined)	-1	-17	-0.4	86	0	-1	0	78	0
Cc1ccc(C)c(OCCC(=O)OCC(=O)Nc2cccc(S(=O)(=O)N3CCCC3)c2)c1	0	-7	3.7	95	4	3	0	97	6
COc1ccc(C(C(=O)NC(C)(C)C)N(CCc2ccccc2)C(=O)CCC(=O)Nc2cc(C)on2)cc1 (centres undefined)	4	1	1.1	108	2	2	1	105	-2

3 records drawn at random from the list so far, as already listed:
SMILES	Fam108B inh	VLA-4 inh	MEX-5 binding	CIT2-GFP yeast	Bcl-xL primary	GLD-1 TGE inh	GRK2 aptamer HTS	AGP1-GFP MLPCN	MCL1 BIM primary
COc1ccc(C(C(=O)NC(C)(C)C)N(CCc2ccccc2)C(=O)CCC(=O)Nc2cc(C)on2)cc1 (centres undefined)	4	1	1.1	108	2	2	1	105	-2
O=S(=O)(c1ccc2c(c1)OCCO2)N1CCC(n2nnc3cc(F)ccc32)CC1	-1	6	-0.4	98	5	5	2	104	5
COc1cccc(C2/C(=C(/O)c3ccccc3)C(=O)C(=O)N2Cc2ccco2)c1 (centres undefined)	3	5	0.2	92	0	-13	1	103	-6

Further structures:
SMILES	Fam108B inh	VLA-4 inh	MEX-5 binding	CIT2-GFP yeast	Bcl-xL primary	GLD-1 TGE inh	GRK2 aptamer HTS	AGP1-GFP MLPCN	MCL1 BIM primary
COc1nonc1NCn1nc(C)cc1C	-1	1	-1.3	87	1	-9	0	93	0
Cc1cccc(N(O)C(=O)Nc2cccc(Cl)c2)c1	nt	18	-2.6	106	nt	nt	2	102	nt
CC(NC(=O)COc1ccccc1)C(=O)N1CCN(c2ccccc2)CC1 (centres undefined)	nt	33	nt	93	4	9	0	94	0
Cc1ccc(NC(=O)c2cc(S(=O)(=O)N3CCCC3)cn2C)cc1	0	20	-2.4	107	2	6	0	104	3
O=C(c1nc2ccccc2s1)N1CCSCC1	-4	3	0.5	81	5	28	0	90	4
O=C(NC1=NCCS1)c1ccc(Br)s1	0	2	-1.2	112	0	-3	0	92	0
CCC1CCCCN1S(=O)(=O)c1ccc(C(=O)Nc2nnc(C3CC3)o2)cc1 (centres undefined)	0	5	0.1	83	-1	-6	3	89	8
O=C(N/N=C/c1cccc([N+](=O)[O-])c1)C1CC(=O)N(c2ccc(F)cc2)C1 (centres undefined)	-3	-2	1.2	92	1	-4	2	99	-1
Cc1ccc(S(=O)(=O)N2CCN(C(=O)COc3ccc(-c4nnco4)cc3)CC2)cc1	-2	12	-0.6	100	6	-4	0	102	-6
CCO[C@@H]1OC(C(=O)N2CCN(C)CC2)=C[C@H](c2csc3ccccc23)[C@H]1CCCO	9	-3	1.2	106	7	4	1	93	1
CN(Cc1ncc[nH]1)C(=O)CC1C(=O)NCCN1Cc1c(F)cccc1Cl (centres undefined)	8	1	-0.1	104	6	2	0	116	1
O=C(NC1CCN(C(=O)Nc2cccc(F)c2)CC1)C1CCCCC1	5	24	-2.2	108	5	7	1	104	5
O=C1COc2ccc(C(=O)COC(=O)Cc3ccsc3)cc2N1	3	1	-0.9	103	0	7	0	100	5
COc1ccc(Cc2nc(-c3cccs3)no2)cc1	0	2	-0.9	92	1	4	4	100	-3
CC(=O)c1ccc(N2CCN(C(=O)c3ccc4nc[nH]c4c3)CC2)cc1	1	-1	1.1	90	2	6	66*	91	-1
O=C(COc1ccccc1)Nc1ccc(C(=O)N2CCCC2)cc1	2	-8	3.5	108	5	6	0	105	6
CCCCOc1ccc(C(=O)Nn2c(-c3cccs3)nc3ccccc3c2=O)cc1	2	12	-0.3	94	-2	-1	3	94	13
COC(=O)c1sc(SC)c(S(=O)(=O)C(C)C)c1N	-9	7	-0.3	97	5	7	0	103	-4
COc1ccc(CC(=O)N/N=C(\C)c2cccs2)cc1	2	6	-0.8	96	4	7	0	98	7
CC(C)NC(=O)NC(=O)COC(=O)/C=C/c1ccccc1[N+](=O)[O-]	3	4	0.0	105	0	0	100*	109	-6
CCOc1ccc(C(=O)CCC(=O)NCC(=O)Nc2c(C)cccc2C)cc1	nt	9	nt	93	7	4	1	93	8
COc1ccc2cc(C(=O)Nc3ccc(Cl)cc3)sc(=O)c2c1OC	-79	21	-1.4	101	-21	6	0	97	-41
CCN(CC)C(=O)CSC1c2ccccc2C(=O)N1c1ccccc1 (centres undefined)	0	-20	0.8	97	4	-2	0	96	1
Cc1ccc(NC(=O)CCCCCN2C(=O)[C@@H]3Cc4ccccc4CN3C2=O)cc1	-1	9	0.8	103	-1	7	0	104	-4
CC1CCN(C(=O)c2ccc(S(=O)(=O)Cc3ccccc3F)c([N+](=O)[O-])c2)CC1	0	-6	-7.7	113	-2	-2	0	99	-4
c1ccc2c(c1)CCCn1nnnc1-2	1	5	0.8	107	8	-2	5	100	1
COc1ccc(OC)c(CN2CCN(CCCc3ccccc3)C(CCO)C2)c1 (centres undefined)	2	13	-2.4	92	1	-25	0	68	5
CCCCSc1[nH]c(=O)c(C(=O)OCC)cc1C#N	1	-5	0.8	91	1	0	0	97	0
Cc1ccc(NC(=O)CN(C)C(=O)CSc2nc(C)cc(C)n2)cc1	0	0	-0.6	96	1	-2	0	107	2
c1ccc2[nH]c(SCc3cn4cccnc4n3)nc2c1	-4	-14	66	109	4	3	0	98	-2
